# Compound activity: PubChem, National Center for Advancing Translational Sciences (NCATS)
# mIDH1 inhibitor: qHTS for Inhibitors of mutant isocitrate dehydrogenase 1 (IDH1): qHTS; Isocitrate dehydrogenase [NADP] cytoplasmic (Homo sapiens), O75874; IDH1-R132H enzyme, NADPH consumption, diaphorase/resazurin fluorescence; Potency, µM (highest dose often 76.6 µM), for the others: at the highest dose activity change, negative = inhibition, actives largely listed as inhibitors; 390,000 tested, 0.093% active; also: potency is read from the fitted curve at half-maximal effect; % is scaled to controls: 0 for no effect and ±100 for the full control effect; nearly all actives have a fitted effect of over 65% in size
#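 IDH1-R132H (0.5 ug/mL dispensed) in pH 7.5 Tris buffer was preincubated 30 min with compound, then given a substrate mix of 0.016 mM NADPH and 2 mM alpha-KG for 80 min at room temperature; remaining NADPH was read by diaphorase/resazurin fluorescence.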
# TrxR1 substrate: qHTS Assay for Substrates of Mammalian Selenoprotein Thioredoxin Reductase 1 (TrxR1): qHTS; Thioredoxin reductase 1, cytoplasmic (Rattus norvegicus), O89049; 390,000 tested, 0.01% active; AID 588456, 2011; Potency, µM (highest dose often 114 µM), for the others: at the top dose activity change, negative = substrate turnover; purified TrxR1 substrate turnover, NADPH consumption readout; also: potency is read from the fitted curve at half-maximal effect; % is scaled to controls: 0 for no effect and ±100 for the full control effect; nearly all actives have a fitted effect of over 50% in size
#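 Rat TrxR1, dispensed at 90 nM, was prereduced with 400 uM NADPH (final) for 5 min at ~22 deg C, then incubated with compound 15 min before 400 uM selenite. A first-read NADPH fluorescence drop versus no-compound background flagged substrates.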
# Vif-APOBEC3G blk: qHTS for Inhibitors of Vif-A3G Interactions: qHTS. HeLa A3G-eYFP + Vif (tagged APOBEC3G with the HIV-1 protein that degrades it), YFP fluorescence, overnight. Potency, µM (series often up to 46.1 µM), inactives show at the highest dose activity, negative = active, hits mostly inhibitors. 410,000 tested, 0.076% active. AID 602310, 2012;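 also: potency is read from the fitted curve at half-maximal effect; % is scaled to controls: 0 for no effect and ±100 for the full control effect; nearly all actives have a fitted effect of over 60% in size; hits raise eYFP signal because A3G escapes Vif-driven loss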
#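 Read-out is eYFP fluorescence (Ex 488/Em 500-530) from Vif-expressing HeLa A3G-eYFP cells; more signal means A3G escaped Vif-mediated degradation. Cells plated overnight, compound pinned in, incubated overnight at 37 deg C.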
# GRP78 ERSR act: qHTS for Inducers of the Endoplasmic Reticulum Stress Response (ERSR) in Human Glioma: qHTS. U87-MG GRP78 promoter luciferase reporter, 16 h. Potency, µM, for the others: at the highest dose activation, hits mostly activators. 420,000 tested, 0.02% active; also: potency is read from the fitted curve at half-maximal effect; series mostly up to about 76 µM; % of control where 0% means no effect; nearly all actives have a fitted effect of over 35% in size
#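 Stably transfected U87-MG glioma cells carrying a GRP78-based luciferase sensor; 16 h compound incubation. Luminescence end-point read 10 min after Bright-Glo addition at room temperature.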
# LDHA inh: qHTS assay for inhibitors of human lactate dehydrogenase. activity change, % (values are at about 110 or 230 µM). purified LDHA, NADH/diaphorase-resazurin fluorescence; hits give low values. L-lactate dehydrogenase A chain (Homo sapiens), P00338. AID 1347041, 2019. 480,000 tested, 0.15% active; in the data active = activity change below about -30%; inconclusive = mostly about -25% to -30%;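 also: plate controls were DMSO wells for no effect and wells without enzyme for full effect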
#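 Human LDH5 at 2 nM final in Tris HCl pH 7.4 with 0.06 mM NADH and 0.2 mM pyruvate, reacted 5 minutes at room temperature. Remaining NADH coupled via diaphorase/resazurin; resorufin fluorescence read at 0 and 20 minutes, normalized to enzyme-free and DMSO wells.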
# Vif-APOBEC3F blk: qHTS for Inhibitors of Vif-A3F Interactions: qHTS | HeLa A3F-eYFP + Vif (tagged APOBEC3F with the HIV-1 protein that degrades it), YFP fluorescence increase | Potency, µM (highest dose often 46.1 µM), inactives show top-dose activity, negative = active | 390,000 tested, 0.2% active; also: potency is read from the fitted curve at half-maximal effect; % of control where 0% means no effect; nearly all actives have a fitted effect of over 65% in size
#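 HeLa cells stably expressing A3F-eYFP plus Vif, plated and incubated overnight at 37 deg C, then exposed to compounds overnight at 37 deg C. Blocked degradation read as raised yellow fluorescence (Ex 488/Em 500-530).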
# RGS4 inh: Inhibitors of Regulator of G Protein Signaling (RGS) 4: qHTS; Regulator of G-protein signaling 4 (Homo sapiens), P49798; Transcreener GDP fluorescence polarization, RGS4-accelerated GTP hydrolysis; Potency, µM (titrated, usually from 114 µM), inactives show at the top dose activity change, negative = inhibition, actives largely listed as inhibitors; 390,000 tested, 0.039% active; also: potency is read from the fitted curve at half-maximal effect; % is scaled to controls: 0 for no effect and ±100 for the full control effect; nearly all actives have a fitted effect of over 75% in size; some results filed as inactive show a strong effect at the top dose
# Target sequence (P49798 whole entry, looked up): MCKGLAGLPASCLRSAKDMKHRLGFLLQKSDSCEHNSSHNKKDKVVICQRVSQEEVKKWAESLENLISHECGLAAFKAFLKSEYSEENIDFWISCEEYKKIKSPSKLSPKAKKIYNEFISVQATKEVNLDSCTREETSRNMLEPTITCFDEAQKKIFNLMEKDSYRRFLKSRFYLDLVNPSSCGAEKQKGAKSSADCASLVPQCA
#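 MLSMR compounds (23 nl, pin-transferred) preincubated 10 min at room temperature with a 500nM (2x) first reagent, then RGS4 at 900nM (2x) plus Transcreener GDP mix added; fluorescence polarization (620/688 nm) read before and after 90 min at 30 °C.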
# TrxR1 inh: qHTS Assay for Inhibitors of Mammalian Selenoprotein Thioredoxin Reductase 1 (TrxR1): qHTS | Thioredoxin reductase 1, cytoplasmic (Rattus norvegicus), O89049 | recombinant rTrxR1, NADPH fluorescence consumption, selenite substrate | Potency, µM (doses to about 114 µM), for inactives: top-dose activity change, negative = inhibition, usual class: inhibitors | 390,000 tested, 1% active | AID 588453, 2011; also: potency is read from the fitted curve at half-maximal effect; % is scaled to controls: 0 for no effect and ±100 for the full control effect; nearly all actives have a fitted effect of over 65% in size
#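 Rat TrxR1 (90 nM in the dispensed reagent) was pre-reduced with 400 uM NADPH for 5 min at room temperature, then incubated with compound for 15 min. After 400 uM selenite was added, NADPH fluorescence (Ex 340/Em 450 nm) was followed for 8 min.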
# USP1 inh: Inhibitors of USP1/UAF1: Primary Screen | Ubiquitin carboxyl-terminal hydrolase 1 (Homo sapiens), O94782 | 390,000 tested, 0.23% active | Potency, µM (top dose mostly 57.1 µM), inactives show at the highest dose activity change, negative = inhibition, usual class: inhibitors | recombinant USP1/UAF1, Ub-Rhodamine cleavage fluorescence | AID 743255, 2014; also: potency is read from the fitted curve at half-maximal effect; % is scaled to controls: 0 for no effect and ±100 for the full control effect; nearly all actives have a fitted effect of over 60% in size; inactives centre near -12
# Target sequence (O94782 whole entry, looked up): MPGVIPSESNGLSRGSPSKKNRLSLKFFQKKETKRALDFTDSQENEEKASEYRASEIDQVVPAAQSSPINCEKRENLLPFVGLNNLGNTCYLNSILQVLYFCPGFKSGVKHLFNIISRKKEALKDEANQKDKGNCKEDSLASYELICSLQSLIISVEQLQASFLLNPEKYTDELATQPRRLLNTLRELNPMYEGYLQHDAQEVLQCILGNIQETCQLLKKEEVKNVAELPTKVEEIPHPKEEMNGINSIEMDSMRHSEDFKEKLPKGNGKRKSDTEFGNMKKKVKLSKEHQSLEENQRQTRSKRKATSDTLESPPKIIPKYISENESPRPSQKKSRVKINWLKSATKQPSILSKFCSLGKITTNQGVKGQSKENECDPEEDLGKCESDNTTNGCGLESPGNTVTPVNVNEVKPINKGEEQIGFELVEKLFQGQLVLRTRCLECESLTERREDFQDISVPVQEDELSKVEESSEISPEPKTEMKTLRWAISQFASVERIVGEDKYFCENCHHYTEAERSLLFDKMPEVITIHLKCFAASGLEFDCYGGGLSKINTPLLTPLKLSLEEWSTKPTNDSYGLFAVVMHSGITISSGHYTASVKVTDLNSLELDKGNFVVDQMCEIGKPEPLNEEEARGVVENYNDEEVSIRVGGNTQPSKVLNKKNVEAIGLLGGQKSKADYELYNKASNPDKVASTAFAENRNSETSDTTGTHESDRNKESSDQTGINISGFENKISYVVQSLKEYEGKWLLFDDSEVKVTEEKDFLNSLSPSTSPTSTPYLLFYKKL
#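 USP1/UAF1 complex (1 nM) preincubated 15 min at room temperature with compound, then Ub-Rho substrate (150 nM final) added. Kinetic fluorescence at 480/540 nm over 6 reads at 60 s intervals; 50 mM HEPES pH 7.8, 0.5 mM EDTA, 0.1 mg/ml BSA, 1 mM TCEP, 0.01% Tween-20.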
# Active calls of the source: *; ? = inconclusive; · = not tested or not shown; & = joins results of further samples; [ ] = dose if it differs, or a comment. Unless noted, calls follow the shape of the dose curve; as a rule, active = well fitted curve in the direction sought with a large enough effect; inconclusive = small, poorly fitted or top-dose-only effect, or another doubt; inactive = no such curve, though single readings can be large; an effect the other way counts as inactive or inconclusive. A portion of the library, so the mix of outcomes need not match the whole.
SMILES,mIDH1 inhibitor,Vif-APOBEC3G blk,RGS4 inh,GRP78 ERSR act,LDHA inh,USP1 inh,TrxR1 inh,TrxR1 substrate,Vif-APOBEC3F blk
CCOC(=O)c1cc(OC(=O)c2cc(Cl)ccc2OC)n(-c2ccccc2)n1,1%,-7%,9%,-2%,-3,-25%,28%,7%,-1%
COc1ccc(-n2c(=O)c3c4c(sc3n3cnnc23)CC(C)CC4)cc1 (stereo not drawn),4%,3%,46%,-4%,0,-7%,-12%,-12%,2%
CN(c1ccccc1)S(=O)(=O)c1cccc(NC(=O)COc2cccc([N+](=O)[O-])c2)c1,7%,-4%,-27%,-1%,-10,-1%,-3%,-9%,4%
CCOCCCNC(=O)c1c[nH]c2ccc(S(=O)(=O)Nc3cccc(Cl)c3C)cc2c1=O,-27%,-2%,-31%,-2%,3,-12%,9%,2%,3%
CC(=O)N1N=C2c3ccccc3CCC2C1c1cccs1 (stereo not drawn),2%,-3%,-2%,1%,0,-15%,38%[activator],4%,-3%
COc1ccc(CCNC(=O)c2n[nH]c3ccccc23)cc1,-7%,-2%,-9%,0%,1,-5%,4%,6%[57.1 µM],7%
COc1ccc(CNC(=O)COC(=O)c2sccc2C)cc1OC,-5%,3%,14%,3%,-2,-24%,17%,7%,0%
O=C(NC1CCCCC1)C(c1ccc2ncccc2c1)N(Cc1ccco1)C(=O)c1ccc2c(c1)OCCO2 (stereo not drawn),-2%,-4%,3%,-6%,0,-24%,21%,3%,0%
CC(C)c1ccc(NC2CCCN(C(=O)c3n[nH]c4c3CCC4)C2)cc1 (stereo not drawn),-8%,3%,-13%,8%,0,-23%,0%,-1%,1%
Cc1ccccc1C(=O)NCC(=O)NNC(=S)NC(=O)c1ccccc1,-4%,0%,-18%,-3%,-9,-12%,?,1%,-4%
O=C(c1ccccc1)N1CCC(c2nc3c(nnn3Cc3ccccc3Cl)c(=O)[nH]2)CC1,2%,-3%,-3%,-3%,5,3%,6%,6%,-1%
CCOC(=O)c1cnc2c(C)cccc2c1NCCc1ccc(OC)c(OC)c1,9%&3%,-2%&2%,-8%,-3%&-8%,-4&-3,-13%&-8%,14%[57.1 µM],6%&11%[57.1 µM],-9%&9%
CCN(C(=O)COC(=O)CCC(=O)c1ccc(C)cc1)c1c(N)n(Cc2ccccc2)c(=O)[nH]c1=O,-8%,-1%,-14%,-3%,-3,-7%,8%,-3%,1%
CCOc1ccc(NC(=O)CCC(=O)N/N=C2\CCCc3ccccc32)cc1,2%,1%,-18%,-1%,-3,-12%,6%,-6%,-10%
COc1ccc(CCNC(=O)CCC(=O)c2cccs2)cc1OC,-3%,0%,-15%,-3%,-4,5%,5%,1%,4%
COc1ccc(N=Cc2nc(-c3ccccc3)oc2OC(=O)c2ccccc2)cc1,-4%,-3%,-34%,0%,1,-5%,?,2%,-4%
CCCCOC(=O)CSc1nnc(N)s1,-3%,1%,18%,-2%,-7,7%,20%,5%,-6%
CC(SCC(=O)Nc1ccc(F)cc1)c1nc2ccccc2c(=O)[nH]1 (stereo not drawn),1%,3%,25%,-5%,0,2%,17%,-1%,0%
Cc1ccc(/C=N/n2c(-c3cccs3)n[nH]c2=S)cc1,5%,0%,-28%,0%,-4,-6%,-9%[57.1 µM],13%[57.1 µM],-9%
CC(C)(C)C(=O)O/N=C(\N)c1ccc([N+](=O)[O-])s1,-4%,-4%,25%,0%,1,-7%,3%,-6%,3%
O=C(NCCc1ccccc1)C(=O)NCC1CCCN1S(=O)(=O)c1cccs1 (stereo not drawn),-1%,-19%,-1%,6%,-6,-3%,-7%,-7%,-4%
COC(=O)c1ccc(CN2C(=O)NC(Cc3c[nH]c4ccccc34)C2=O)cc1 (stereo not drawn),10%,0%,2%,2%,-6,-6%,10%[57.1 µM],10%[57.1 µM],-9%
O=C1CSC(c2nn(-c3ccccc3)cc2-c2cc3ccccc3oc2=O)N1Cc1ccco1 (stereo not drawn),11%,-9%,8%,1%,-17,?,384%[activator],268%[activator],-2%
O=C(c1ccc(CS(=O)(=O)c2c(Cl)cccc2Cl)o1)N1CCN(c2ccccn2)CC1,1%,0%,-2%,-6%,-11,-26%,1%,0%,1%
COc1ccc(OC)c(S(=O)(=O)NC(C)c2ccc(-n3ccnc3)cc2)c1 (stereo not drawn),6%,4%,-10%,-3%,-7,-23%,17%,0%,-7%
COCCN(C(=O)COC(=O)/C=C/c1ccco1)c1c(N)n(Cc2ccccc2)c(=O)[nH]c1=O,2%,-7%,-12%,-6%,-3,-10%,-34%,-3%,6%
CCn1c(SCC(=O)Nc2ccc(C)cc2)nc(O)cc1=O,-3%,-1%,-19%,-3%,-3,-10%,18%[57.1 µM],5%,2%
CCc1ccccc1NC(=O)CN1CCN(C(=O)CN2C(=O)NC3(CCCC3)C2=O)CC1,2%,1%,-5%,-3%,2,-15%,20%,1%,10%
Cc1cc2[nH]c(=O)c(=O)[nH]c2cc1S(=O)(=O)Nc1ccc(OC(F)(F)F)cc1,12%,-1%,-8%,-3%,0,-28%,7%,2%,2%
O=C(NCc1ccc2c(c1)CCN2C(=O)c1ccc(Cl)cc1)c1ccco1,18%,5%,26%,-3%,-9,-10%,2%[57.1 µM],-4%[57.1 µM],-1%
c1ccc(-c2ncc(CSc3nncn3-c3ccccc3)s2)cc1,9%,-6%,-9%,-1%,-3,-23%,19%[57.1 µM],-5%[57.1 µM],1%
CNC(=O)COC(=O)c1cc(-c2ccco2)nc2ccccc12,0%,9%,-93%[56.9 µM],-4%,3,-9%,10µM*,1%[57.1 µM],-16%
COc1ccc(CNC(=O)c2cc(-c3ccco3)on2)cc1,8%,-5%,9%,-1%,-1,-12%,-2%,8%,0%
COc1ccc(OC)c(NC(=O)CSC2=Nc3ccccc3C3=NC(CCC(=O)NCc4ccccc4)C(=O)N23)c1 (stereo not drawn),0%,-7%,30%,-2%,-8,-7%,11%[57.1 µM],-4%[57.1 µM],-2%
Cc1ccccc1S(=O)(=O)Cc1ccc(C(=O)NCc2ccc(F)cc2)o1,10%,0%,-20%,-1%,-7,-16%,27%,6%,-5%
CCCCCC(=O)Nc1ccc2oc(-c3cncc(Br)c3)nc2c1,0%,1%,6%,-1%,-9&-16,-1%,27%,22%,-17%
CCn1c(CC(=O)Nc2ccccc2)nnc1SCC(=O)N1CCOCC1,4%,-1%,-15%,-4%,-2,-8%,-10%,-4%,-13%
OC(COc1ccc(F)cc1Cl)CN1CCC(Cc2ccccc2)CC1 (stereo not drawn),22%,-6%,12%,0%,0,-17%,23%,4%,-2%
N#CC1C=Cc2ccccc2N1C(=O)c1ccccc1 (stereo not drawn),-4%,-4%,18%[11.4 µM],0%,0,-12%,25%,1%,3%
Nn1cc(-c2ccccc2)nc1SCC(=O)Nc1ccc(S(N)(=O)=O)cc1,15%,2%,-28%[56.9 µM],-4%,-7,-21%,42%[activator],16%,-3%
COC(=O)[C@H](C)N(Cc1ccc(Cl)c(Cl)c1)S(=O)(=O)CCNC1CCCC1,8%,-2%,11%,0%,5,-11%,-26%,3%,3%
O=C(Nc1nnc(Cc2ccccc2)s1)c1ccccc1,1%,-2%,12%,4%,-3,-11%,11%,-2%,6%
CCCOc1ccc(N2CC(C(=O)NC(C)C)CC2=O)cc1 (stereo not drawn),7%,2%,3%,-4%,-4,-12%,-18%,-8%,·
CC(C)CCNC(=O)NC(=O)COc1c(F)c(F)cc(F)c1F,4%,-6%,-10%,0%,-2,-20%,20%[57.1 µM],-5%[57.1 µM],-11%
O=C(Nc1ccc2c(c1)OCO2)N1CCN(C/C=C/c2ccccc2)CC1,18%,-6%,35%,0%,13,-7%,-3%,4%,1%
